Tb PFK inh – blocks T. brucei phosphofructokinase. O15648. T. brucei PFK, ADP-Glo luminescence. Potency, µM (titrated, usually from 57.5 µM), inactives show top-dose activity, negative = inhibition, most hits filed as inhibitors. 0.17% of 330,000 active. AID 485367;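 also: potency is read from the fitted curve at half-maximal effect; 0% = uninhibited 1x PFK enzyme wells and -100% = no-enzyme wells; nearly all actives have a fitted effect of over 60% in size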
Target sequence (O15648 whole entry, looked up): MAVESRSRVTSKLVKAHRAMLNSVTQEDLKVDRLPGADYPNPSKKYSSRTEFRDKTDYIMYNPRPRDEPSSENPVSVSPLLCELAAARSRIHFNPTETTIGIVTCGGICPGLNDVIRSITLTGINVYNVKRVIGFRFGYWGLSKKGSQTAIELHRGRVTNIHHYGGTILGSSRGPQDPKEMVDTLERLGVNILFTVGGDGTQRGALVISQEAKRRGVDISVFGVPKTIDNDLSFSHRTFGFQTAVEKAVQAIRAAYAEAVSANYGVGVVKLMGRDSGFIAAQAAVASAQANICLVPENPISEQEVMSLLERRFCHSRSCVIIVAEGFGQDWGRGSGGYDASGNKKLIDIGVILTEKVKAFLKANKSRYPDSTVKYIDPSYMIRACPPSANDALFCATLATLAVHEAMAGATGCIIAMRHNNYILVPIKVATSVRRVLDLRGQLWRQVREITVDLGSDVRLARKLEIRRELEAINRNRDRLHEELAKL
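PFK 1.25 nM, F6P 0.5 mM, ATP 0.1 mM, 0.1 M TEA pH 8.0, 5 mM MgCl2, 0.01% Tween20, 0.1% BSA; 45 min RT. ADP-Glo readout. qHTS titration up to 57 uM; curves fitted, compounds curve-classed.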
p53 reactivator – re-activators of mutant p53. H1299 p53-A138V BP100-luciferase reporter, luminescence, 24 h. 0.063% of 320,000 active. AID 504706. Potency, µM (highest dose often 92.2 µM), without a hit: at the top dose activity change, positive = activation, usual class: activators; also: potency is read from the fitted curve at half-maximal effect; % of control where 0% means no effect; nearly all actives have a fitted effect of over 45% in size
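p53-null H1299 cells stably carrying temperature-sensitive p53-A138V and a BP100-luciferase reporter were pinned with compounds (4-point, 1:5 series) and held 24 hrs at 37 deg C. Luminescence was read 10 min after detection reagent.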
ELG1 genotox – inducers of genotoxicity in HEK293T ELG1-luciferase cells | HEK293T ELG1-luciferase reporter, luminescence, 16 h | Potency, µM (series often up to 46 µM), inactives show top-dose activity change, positive = activation, actives largely listed as activators | 1.3% of 330,000 active | AID 504466; also: potency is read from the fitted curve at half-maximal effect; % of control where 0% means no effect; nearly all actives have a fitted effect of over 60% in size
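HEK293T cells expressing luciferase-tagged ELG1 were exposed to compound or DMSO vehicle for 16 hr at 37 °C and 5% CO2. Luciferase activity was then measured with ONE-Glo after 30 min at room temperature.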
ELG1 repair inh – ELG1-dependent DNA repair inhibition; HEK293T ELG1-luciferase reporter, luminescence, 16 h; DNA damage induced by 5-fluorouridine; Potency, µM (top dose mostly 46.1 µM), for the others: top-dose activity change, negative = inhibition, hits mostly inhibitors; 2.3% of 330,000 active; AID 504467; also: potency is read from the fitted curve at half-maximal effect; % is scaled to controls: 0 for no effect and ±100 for the full control effect; nearly all actives have a fitted effect of over 55% in size
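Quantitative HTS, concentration-response format. 2,000 cells/well co-treated with 5-fluorouridine and compound, 16 hr in 5% CO2 at 37 °C; ONE-Glo luminescence read after 30 min.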
NPC1 promoter act – NPC1 promoter activation; 2.4% of 320,000 active; AID 485313; Potency, µM (series often up to 9.22 µM), inactives show at the highest dose activation, most hits filed as activators; Huh7 NPC1 promoter luciferase reporter, 24 h;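 also: potency is read from the fitted curve at half-maximal effect; % of control where 0% means no effect; nearly all actives have a fitted effect of over 60% in size; reporter is driven by a mutant NPC1 promoter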
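Compounds in DMSO were transferred onto Huh7 NPC1-luciferase reporter cells pre-incubated 2 h; after 24 h at 37 °C, Amplite reagent was dispensed and luminescence recorded 10 min later.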
BRCA1 expr act – BRCA1 expression activation | MCF7-BRCA1-FFLuc reporter, luminescence, 48 h; response scale: scaled: vehicle 0%, 10 µM genistein 100% | Potency, µM (series often up to 46.1 µM), for inactives: at the highest dose activation, actives largely listed as activators | 1.1% of 380,000 active | AID 624202; also: potency is read from the fitted curve at half-maximal effect; nearly all actives have a fitted effect of over 80% in size; some results filed as inactive show a strong effect at the top dose
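48 h compound treatment of MCF7-BRCA1-FFLuc cells (phenol-red free MEM, 37 °C), then 15 min with luciferase substrate and luminescence imaging.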
VP16 counter – Gal4-VP16 reporter inhibition counter-screen; AID 2546; Potency, µM (titrated, usually from 53.6 µM), for the others: at the top dose activity, negative = inhibition, usual class: inhibitors; 3.5% of 310,000 active; Drosophila S2 Gal4-VP16 UAS-luciferase, luminescence, 20 h;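 also: Gal4-VP16 expression switched on by copper sulfate through the metallothionein promoter; potency is read from the fitted curve at half-maximal effect; % is scaled to controls: 0 for no effect and ±100 for the full control effect; nearly all actives have a fitted effect of over 50% in size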
FLuc modulator – inhibits or activates purified firefly luciferase, miR-21 counter-screen; purified FLuc, Km substrates, luminescence inhibition; Potency, µM (series often up to 57.5 µM), inactives show top-dose activity change, negative = inhibition, usual class: inhibitors; 6.9% of 360,000 active;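 also: potency is read from the fitted curve at half-maximal effect; plate controls were vehicle for no effect and reference inhibitor for full effect; nearly all actives have a fitted effect of over 55% in size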
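Biochemical qHTS of compounds, final roughly 60 µM downward over six points, against 10 nM purified firefly luciferase using Km concentrations of substrates (10 uM D-luciferin, 10 uM ATP) in Tris acetate pH 7.5 buffer; luminescence output.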
TRPV1 ag – activates the human vanilloid receptor TRPV1; TRPV1-expressing cells, Fluo-8 calcium influx, agonist mode; activation, % at 8.33 µM; 0.19% of 320,000 active; AID 540275; in the data active = activation above about 80%; inconclusive = between about 30% and that limit; also: 0% is about no effect
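Cells expressing TRPV1 were dye-loaded with Fluo-8 and read kinetically: 10 s baseline, 3 min after compound (agonist portion), then 2 min after EC20 capsaicin (allosteric enhancer portion). Calcium-bound dye fluorescence at 480/520 nm.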
RORg inh – blocks mouse ROR gamma transcriptional activity. P51450. Drosophila S2 Gal4-RORgamma UAS-luciferase reporter, 20 h. Potency, µM (highest dose often 53.6 µM), for the others: at the highest dose activity change, negative = inhibition, actives largely listed as inhibitors. 5.4% of 310,000 active. AID 2551; also: potency is read from the fitted curve at half-maximal effect; % is scaled to controls: 0 for no effect and ±100 for the full control effect; nearly all actives have a fitted effect of over 60% in size
Target sequence (P51450 whole entry, looked up, the tested form may be a part): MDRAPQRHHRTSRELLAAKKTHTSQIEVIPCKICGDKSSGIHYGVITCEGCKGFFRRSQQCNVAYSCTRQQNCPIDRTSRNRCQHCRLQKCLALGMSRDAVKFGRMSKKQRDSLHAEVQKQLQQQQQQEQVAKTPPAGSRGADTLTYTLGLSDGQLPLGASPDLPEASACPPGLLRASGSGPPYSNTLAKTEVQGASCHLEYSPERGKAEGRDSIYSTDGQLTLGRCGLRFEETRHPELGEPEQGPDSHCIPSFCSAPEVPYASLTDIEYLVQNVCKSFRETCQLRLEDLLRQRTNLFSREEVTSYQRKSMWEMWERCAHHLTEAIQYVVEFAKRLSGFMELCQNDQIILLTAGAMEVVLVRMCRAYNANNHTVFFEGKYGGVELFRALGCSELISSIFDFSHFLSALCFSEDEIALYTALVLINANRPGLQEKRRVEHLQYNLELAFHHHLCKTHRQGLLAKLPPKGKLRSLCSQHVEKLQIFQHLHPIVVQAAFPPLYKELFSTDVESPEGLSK
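Drosophila Schneider cells stably carrying a metallothionein-driven Gal4 DBD–ROR gamma fusion and a UAS-Photinus luciferase reporter were exposed to compound for 1 hr, then induced with copper sulfate (700 uM final) for 20 hr at ambient temperature before luminescence reading.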
Rab9 prom act – Rab9 promoter activation; Huh7 Rab9 promoter-luciferase reporter, luminescence, 24 h; Potency, µM (top dose mostly 9.22 µM), inactives show at the top dose activation, negative = inhibition, actives largely listed as activators; 2.8% of 320,000 active; AID 485297; also: potency is read from the fitted curve at half-maximal effect; % of control where 0% means no effect; nearly all actives have a fitted effect of over 60% in size
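Huh7 reporter line, Rab9 promoter upstream of luciferase. Compound exposure 24 h at 37 °C in reduced-serum medium with 10% FBS. Read-out: luminescence.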
The depositor's hits bear a star; ? = inconclusive; . = not tested or not shown; [ ] = another dose, or the depositor's remark. Unless noted, calls follow the shape of the dose curve; as a rule, active = well fitted curve in the direction sought with a large enough effect; inconclusive = small, poorly fitted or top-dose-only effect, or another doubt; inactive = no such curve, though single readings can be large; an effect the other way counts as inactive or inconclusive.

entry	SMILES	Tb PFK inh	p53 reactivator	ELG1 genotox	ELG1 repair inh	NPC1 promoter act	BRCA1 expr act	VP16 counter	FLuc modulator	TRPV1 ag	RORg inh	Rab9 prom act
1	COc1ccc(C(=O)OCCN2CCOCC2)cc1OC	-2%	0%	5%	3%	1%	-18%	-1%	3%	-1	-12%	13%
2	NC(=O)CC(NC(=O)c1cccc(Br)c1)c1ccc(N2CCC(N3CCCCC3)CC2)c([N+](=O)[O-])c1 (centres undefined)	4%	.	2%	0%	1%	0%	0%	6%	0	-15%	0%
3	Cc1nn(-c2ccccc2)c(Cl)c1C1C(C#N)=C(N)Oc2n[nH]c(C)c21 (centres undefined)	2%	-5%	-35%[inhibitor]	-17%	-3%	-17%	3%	-2%	2	-44%	-6%
4	Cc1ccc(CN2CC(C(=O)NCCCSc3ccccc3)CC2=O)cc1 (centres undefined)	-3%	-13%	0%	3%	-6%	-11%	-9%	2%	2	-1%	0%
5	COCCCN1C(=O)C(O)=C(C(=O)c2ccco2)C1c1cccc(Br)c1 (centres undefined)	-9%	21%	-2%	-3%	2%	5%	-2%	-1%	-3	1%	6%
6	CCN(CC)S(=O)(=O)c1cc(C(=O)Nc2cc(Cl)ccc2N2CCN(C)CC2)ccc1Cl	0%	-5%	-24%	18µM*	-2%	-3%[1.84 µM]	-25%	-12%	-1	?	-3%
7	CC(C)(C)OC(=O)CNC(=O)c1nc[nH]c1C(=O)NCc1ccccc1	-7%	9%	-1%	-22%	1%	-8%	?	-1%	6	7.1µM*	5%
8	Cn1cnnc1SC1CCCCC1NS(=O)(=O)c1ccc(Cl)cc1 (centres undefined)	0%	-9%	0%	-9%	-7%	-6%	-4%	4%	2	39%	0%
9	CCc1cc2ccc(C)cc2nc1SCC(=O)N1CCN(C(=O)c2ccco2)CC1	-7%	-2%	-18%	?	0%	-47%	5%	-2%	24	-13%	-1%
10	Cc1ccc(S(=O)(=O)CCC(=O)NNC(=O)CN(C)S(=O)(=O)c2ccc(C)cc2)cc1	0%	12%	0%	0%	.	2%	.	.	.	.	.
11	Nn1c(COc2cccc(Br)c2)nnc1SCC(=O)NCC1CCCO1 (centres undefined)	-10%	-3%	0%	13%	0%	-6%	.	-1%	1	.	-7%
12	COc1ccc(CCN(Cc2nc3ccccc3c(=O)[nH]2)C(=O)c2ccco2)cc1OC	0%	-4%	-1%	?	-4%	-5%	-7%	-3%	-3	0%	0%
13	CSc1nnc2c3cc(F)ccc3n(Cc3ccccc3)c2n1	20%	-3%	2%	-15%	11%	3%	?	-2%	5	1%	-4%
14	Clc1ccc(/C=N/N2CCN(Cc3ccccc3)CC2)cc1	0%	?	1%	?	4%	32%	0%	?	1	31%	20%
15	COC(=O)CN(n1cnnc1)S(=O)(=O)c1ccccc1Cl	-1%	8%	-1%	22%	-3%	-29%	-5%	0%	-2	2%	0%
16	CCCOc1ccccc1C(=O)Nc1ccc(S(=O)(=O)N2CCN(C)CC2)cc1	0%	.	-1%	?	2%	-8%	8%	1%	-4	0%	1%
17	Cc1ccc(C2CC(c3cccs3)=NN2C(=O)CSC2=NCCS2)cc1 (centres undefined)	-1%	-9%	-24%	?	-5%	-40%	-12%	-1%	?	-43%	0%
18	COc1ccc2[nH]c3c(NCCCOC(C)C)ncnc3c2c1	-9%	16%	?	?	1.8µM*	-1%	-5%	6µM*	-3	-16%	0.79µM*
19	Cc1ccc(C(=O)Nc2c(C)n(C)n(-c3ccccc3)c2=O)cc1S(=O)(=O)N1CCCCC1	-4%	-9%	-1%	-3%	.	-3%	.	.	.	.	.
20	COc1cccc(NC(=O)c2ccc(-c3ccc([N+](=O)[O-])cc3)o2)c1	3%	4%	-2%	2%	14%	22%	0%	-16%	2	11%	20%
21	S=C(NCc1ccccc1)NC1CCSc2ccccc21 (centres undefined)	3%	6%	-7%	19%	-1%	-25%	-4%	-1%	0	-23%	2%
22	COc1cccc(OC)c1C(=O)OCC(=O)NC(=O)NCc1ccccc1	1%	-2%	-6%	?	-5%	6%	4%	-10%	3	?	-1%
23	Cc1ccc2c(CC(=O)N3CCN(S(=O)(=O)c4ccccc4)CC3)coc2c1	?	-3%	-4%	2%	0%	-3%	.	1%	?	.	1%
24	CCN(CC(=O)N1CCCC1)S(=O)(=O)c1ccc(Br)cc1	-1%	6%	-1%	-9%	-9%	-2%	-12%	0%	4	8%	6%
25	CN(C)/C=N/C(=S)Nc1ccc(Br)cc1F	-1%	?	24%	?	?	?	13µM*	19µM*	19	?	4µM*
26	CC(C)(C)c1ccccc1OCCOCCSc1ncccn1	-3%	0%	-9%	20%	1%	-2%	4%	-5%	4	?	1%
27	Cc1cccc(N(Cc2ccccc2)C(=O)Cc2ccc(S(=O)(=O)N3CCOCC3)s2)c1	0%	-3%	-6%	?	0%	-13%	.	1%	?	.	-9%
28	O=C(Cc1ncc(C(F)(F)F)cc1Cl)NCCc1ccccc1	-5%	0%	-4%	-2%	-1%	-12%	4%	6%	15	33%	4%
29	O=C(NCc1ccc(Cl)cc1)c1cc2c(nc3sccn32)s1	-2%	?	-3%	-7%	0%	7%	2%	-19%	6	?	0%
30	CC1CC(C)CN(C(=O)c2cc(S(=O)(=O)N3CCCCC3)ccc2Cl)C1 (centres undefined)	-2%	5%	-5%	-9%	2%	-36%	.	3%	104*	.	-4%
31	COC(=O)c1cc(NC(=O)c2cc(-c3ccc(OC)cc3)oc2C(F)(F)F)ccc1N1CCOCC1	-2%	-6%	-11%	23µM*	-1%	-53%	?	?	0	-38%	-5%
32	O=C1/C(=C\c2ccc(-c3ccccc3[N+](=O)[O-])o2)C(c2ccccc2)=NN1c1ccccc1	1%	-2%	-1%	?	-3%	10%	-17%	-15%	-4	4%	-4%
33	Cn1cnc([N+](=O)[O-])c1SCC(O)CCl (centres undefined)	2%	11%	4%	14%	-2%	12%	-7%	-1%	0	-1%	-6%
34	COc1ccc(CCNc2nc(N3CCCCC3)nc(N3CCCCC3)n2)cc1OC	0%	12%	-14%	21µM*	-4%	-51%	-21%	-1%	24	-27%	-5%
35	Cc1ccccc1OC(=O)C1C(c2ccccc2)C(C(=O)O)C1c1ccccc1 (centres undefined)	2%	-7%	-1%	-6%	-1%	-30%	1%	1%	-2	25%	1%
36	O=C(NCC(=O)N(c1ccccc1)C(C(=O)NC1CCCCC1)c1ccncc1)c1ccco1 (centres undefined)	7%	5%	-2%	2%	0%	6%	-3%	-1%	2	20%	-2%
37	S=C(Nc1ccccc1)N1CCCCC1	0%	10%	3%	-1%	-5%	3%	-17%	2%	0	11µM*	3%
38	COc1cc(/C=C/c2ccc3cccc([N+](=O)[O-])c3n2)ccc1OCC#N	6%	15%	-3%	23µM*	-6%	-13%	1%	?	-1	-1%	-33%[inhibitor]
39	COc1ccc(CCCC(=O)Nc2cc(C)ccc2OC)cc1	-4%	.	1%	4%	-4%	-4%	.	0%	19	.	-1%
40	CNc1c([N+](=O)[O-])cnn1-c1ccccn1	-1%	0%	2%	13%	-6%	-4%	-2%[10 µM]	0%	0	-21%	0%
41	CC1(C(=O)c2ccccc2)C2c3c(ccc4ccccc34)OC(=O)C21C(=O)N1CCOCC1 (centres undefined)	-3%	-3%	1%	8%	-5%	7%	-15%	1%	16	33%	-1%
42	O=c1[nH]c(C2CCN(S(=O)(=O)c3ccccc3)CC2)nc2c1nnn2Cc1ccc2c(c1)OCCO2	-2%	-4%	-1%	-21%	-4%	-23%	-5%	1%	-4	25%	-10%
43	CCOC(=O)c1c(C)[nH]c(C(C)=NNC(=O)Cn2nc(C)cc2C)c1C	-6%	2%	1%	10%	.	-8%	.	.	.	.	.
44	O=C(CN1C(=O)NC2(CCCCC2)C1=O)NCCc1c[nH]c2ccccc12	0%	22%	-1%	-5%	2%	-4%	2%	2%	-2	12%	-3%
45	Brc1ccc2c(c1)CN1CCCC1=N2	-7%	12%	15%	4%	-8%	-51%	-17%	0%	0	-31%	-16%
46	CCN(CC(=O)Nc1ccccc1C(F)(F)F)C(=O)c1cc(S(=O)(=O)N(C)C)ccc1N1CCCC1	-10%	-10%	-6%	-3%	-1%	-29%	20%	4%	5	23%	-1%

High-throughput results: PubChem BioAssay, National Center for Advancing Translational Sciences (NCATS)

No enrichment for hits; about 15% have a hit in one of these screens.
